Source: PubChem BioAssay (several laboratories)
Vif inh – inhibitors of HIV Vif; inhibition, % at 7.49 µM; 0.35% of 340,000 active; HEK293T cells, Vif self-association by quenched fluorescence, imaging, 24 h; in the data active = inhibition above about 50%, passing the limit was not always enough; note: some results filed as inactive read as strong as hits
Peg3 prom inh – reduces Peg3 promoter-driven luciferase expression in HeLa | inhibition, % at 20 µM | AID 588405 | HeLa PEG-Prom luciferase reporter, luminescence, overnight | 1.7% of 360,000 active;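 active = inhibition of at least 50% at 20 µM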
Exocytosis inh – lytic granule exocytosis inhibition; TALL-104 LAMP-1 surface exposure, flow cytometry; cells stimulated with thapsigargin and PMA; inhibition, % at 10 µM; 0.66% of 360,000 active; AID 651702;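 active = inhibition above about 55%, limit read from the data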
CaV13 FRET inh – Primary screen for inhibitors of IQ motif and Ca2+-dependent inactivation inhibitor domain binding in CACNA1D, Förster resonance energy transfer in living cells, …; HEK cells, CFP/YFP FRET ICDI-IQ, plate reader, 10 min; percent FRET-ratio fall versus neutral wells; 0.098% of 340,000 active; inhibition, % at 12.3 µM;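 active = mean replicate inhibition of at least 30% and at least 1% of replicates passing that level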;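 note: 0% = median of the neutral control wells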
iPSC survival up – hiPSC single-cell survival enhancement; ATPlite luminescence; 100% = ROCK inhibitor wells, 0% = DMSO; survival enhancement, % at 20 µM; 0.044% of 360,000 active; AID 602274; in the data active = survival enhancement above about 18%;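 note: cells exposed to compounds for 16 hours before the ATP read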
NR2E3 ag-1 – agonists of human NR2E3 nuclear receptor. Q9Y5X4. CHO-S Gal4-NCOR/VP16-NR2E3 two-hybrid, luciferase. inhibition of corepressor binding, % at 3.98 µM. 0.35% of 360,000 active. AID 602229;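 active = inhibition above the mean of all tested compounds plus 3 SD, cut at about 70% in these data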;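 note: 0% = DMSO with NR2E3 transfected cells and 100% = cells lacking NR2E3 construct; higher means lower luciferase signal from less NR2E3 corepressor binding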
Target sequence (Q9Y5X4 whole entry, looked up, the tested form may be a part): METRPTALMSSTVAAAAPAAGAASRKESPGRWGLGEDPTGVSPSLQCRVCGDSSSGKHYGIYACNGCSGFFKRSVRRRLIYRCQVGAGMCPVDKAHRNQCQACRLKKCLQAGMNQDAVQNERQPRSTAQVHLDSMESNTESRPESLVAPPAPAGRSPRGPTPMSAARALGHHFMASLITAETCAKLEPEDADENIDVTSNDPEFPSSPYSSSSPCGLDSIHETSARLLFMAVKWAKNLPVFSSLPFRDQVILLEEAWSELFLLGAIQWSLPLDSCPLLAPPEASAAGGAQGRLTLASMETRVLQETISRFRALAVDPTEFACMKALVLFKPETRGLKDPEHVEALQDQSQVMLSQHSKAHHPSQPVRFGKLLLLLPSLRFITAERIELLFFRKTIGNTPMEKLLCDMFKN
NR2E3 ag-2 – activates human photoreceptor nuclear receptor NR2E3 | GST-NR2E3/biotin-RetCOR TR-FRET, 1536-well | inhibition of corepressor binding, % at 4.78 µM | 0.12% of 320,000 active | AID 2300;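 active = percent inhibition above the cutoff of mean plus 3 SD of all tested compounds, set per screening campaign, cut at about 20% in these data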;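 note: 0% = DMSO wells and 100% = biotin wells as full block of FRET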
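system = GST-tagged NR2E3 plus biotinylated RetCOR corepressor | input = 1.35 nM GST-NR2E3 | also added = 7 nM biotin-RetCOR | schedule = 5 h incubation at 4 °C | measured by = TR-FRET with europium anti-GST and streptavidin-D2, 340 nm excitation | read-out = percent loss of FRET ratio relative to control wells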
TRPM1 prom inh – reduces MITF-dependent TRPM1 promoter luciferase signal; SK-MEL-5 TRPM1 promoter luciferase, 24 h; inhibition, % at 12.5 µM; 0.83% of 330,000 active; AID 488899;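 active = mean inhibition across replicates of 60% or more, whatever share of single replicates reaches that level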; note: values of inactives mirror those of a sister screen read the other way
aDG glyco act – increases alpha dystroglycan glycosylation; Pro5-aDG cells, alpha-DG glycosylation AlphaScreen (IIH6); 0% Pro5, 100% B10-LARGE cell signal; activation, % at 10 µM; 0.22% of 360,000 active;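 active = activation of at least 8% versus controls, or a plate z-score of at least 8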;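 note: Pro5 are CHO cells carrying HIG-tagged alpha-DG that lacks glycosylation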
PDI inh – inhibitors of human protein disulfide isomerase | PDI insulin aggregation turbidity, A650, 90 min | AID 588391 | 0.052% of 350,000 active | inhibition, % at 10 µM | P07237;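 active = mean inhibition across replicates of 30% or more, whatever share of single replicates reach that level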;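 note: absorbance from insulin aggregation driven by PDI reduction with DTT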
Target sequence (P07237 whole entry, looked up): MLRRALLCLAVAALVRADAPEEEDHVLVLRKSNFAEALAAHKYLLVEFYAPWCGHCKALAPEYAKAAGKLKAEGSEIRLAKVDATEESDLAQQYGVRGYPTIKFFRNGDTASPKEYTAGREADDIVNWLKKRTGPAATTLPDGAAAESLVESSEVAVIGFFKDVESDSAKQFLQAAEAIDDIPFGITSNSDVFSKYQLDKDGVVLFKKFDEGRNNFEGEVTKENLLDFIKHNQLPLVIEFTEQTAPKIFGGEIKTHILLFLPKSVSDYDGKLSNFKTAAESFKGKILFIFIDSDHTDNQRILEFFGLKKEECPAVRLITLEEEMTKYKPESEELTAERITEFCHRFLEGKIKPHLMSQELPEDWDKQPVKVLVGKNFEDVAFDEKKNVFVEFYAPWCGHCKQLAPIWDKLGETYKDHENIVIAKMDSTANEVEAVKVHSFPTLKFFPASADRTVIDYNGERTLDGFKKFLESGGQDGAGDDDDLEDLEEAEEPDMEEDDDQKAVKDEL
HIF-2a inh – blocks HIF-2a reporter activity; AID 624352; inhibition, % at 18.8 µM; 786-0 RCC cells HIF-2a reporter, luciferase luminescence, overnight; 0.72% of 360,000 active;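 active = inhibition of the luminescence signal of 40% or more relative to plate controls, in a single-dose primary screen at 18.75 µM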
Active calls of the source: *; . = not tested or not shown; & = joins results of further samples.

Start of the data: the first 2 compounds (preview)
SMILES | Vif inh | Peg3 prom inh | Exocytosis inh | CaV13 FRET inh | iPSC survival up | NR2E3 ag-1 | NR2E3 ag-2 | TRPM1 prom inh | aDG glyco act | PDI inh | HIF-2a inh
N#CC(=Cc1ccc(-c2ccccc2)cc1)C(=O)c1ccccc1 | 15 | -2 | -13 | -4 | -0.3 | -13 | . | . | -0.2 | . | -19
Fc1ccc(-c2csc(-c3ccc(C4SCCS4)cc3)n2)cc1F | 0 | -157 | 11 | -4 | -0.5 | -11 | 0 | -29 | 0.2 | 0 | -171

All compounds of this part, previewed entries included:
SMILES | Vif inh | Peg3 prom inh | Exocytosis inh | CaV13 FRET inh | iPSC survival up | NR2E3 ag-1 | NR2E3 ag-2 | TRPM1 prom inh | aDG glyco act | PDI inh | HIF-2a inh
N#CC(=Cc1ccc(-c2ccccc2)cc1)C(=O)c1ccccc1 | 15 | -2 | -13 | -4 | -0.3 | -13 | . | . | -0.2 | . | -19
Fc1ccc(-c2csc(-c3ccc(C4SCCS4)cc3)n2)cc1F | 0 | -157 | 11 | -4 | -0.5 | -11 | 0 | -29 | 0.2 | 0 | -171
CCOC(=O)Cn1c(-c2ccccn2)nc2ccccc21 | 0 | 15 | -4 | . | 4.0 | 22 | 2 | 3 | 0.0 | -2 | 6
O=C(c1cc(-c2ccccc2)on1)N1CCN(c2ccccc2)CC1 | 6 | -30 | 9 | . | 0.3 | -17 | -1 | 0 | 0.2 | -2 | -145
CC(C)C(=O)Nc1cc(S(=O)(=O)N2CCOCC2)ccc1N1CCCCC1 | -1 | -4 | -3 | -6 | 4.7 | -2 | . | -6 | -0.1 | -2 | 10
COc1ccc(C2CC(=O)c3c(O)cc(O)cc3O2)c(CC=C(C)C)c1OC (stereo unspecified) | -2 | 1 | 1 | . | 2.0 | 5 | 1 | -3 | 0.0 | . | 7
OCc1ccccc1N=Cc1cccnc1 | -14 | 6 | -15 | -6 | 0.1 | -37 | 0 | 17 | -0.1 | -3 | 6
COc1ccc2cc(C(N)=O)c(=Nc3ccc(C)cc3)oc2c1 | -2 | -166 | -3 | -5 | 1.9 | -58 | -3 | -34 | -0.1 | -9 | -215
O=C(Nc1ccccc1)NC1(C(=O)N2CCN(C(=O)c3ccco3)CC2)CCCCC1 | . | 3 | 0 | . | -1.2 | 9 | 3 | 0 | 0.4 | -2 | 21
COc1ccc(-c2csc(NC(=O)c3cc(C)on3)c2C#N)cc1OC | -9 | -13 | 1 | -4 | 8.0 | -26 | -2 | -4 | 0.0 | -8 | -27
O=C1NC(=Nc2ccccc2)/C(=C/c2ccco2)S1 | -2 | -2 | 0 | -24 | -2.1 | 6 | 1 | 8 | -0.4 | -9 | 0
CCOC(=O)C1CCCN(S(=O)(=O)c2cc(Br)cc3c2N(C(C)=O)CC3)C1 (stereo unspecified) | 0 | 25 | 4 | -2 | -0.4 | 5 | 5 | 2 | -0.1 | 0 | 4
CCNC(=S)N1CCN(CCN=CC2=C(O)CC(C)(C)CC2=O)CC1 | 8 | 8 | 3 | -8 | -0.6 | -5 | -2 | 5 | -0.1 | 2 | 10
Cc1ccc(S(=O)(=O)C2(C(=O)Nc3nccs3)CC2)cc1 | . | 7 | -2 | -9 | 0.0 | -1 | 2 | 10 | 0.1 | -2 | 16
CN1CCN(C(=O)/C(=C/c2cn(C)c3ccccc23)NC(=O)c2ccccc2)CC1 | 3 | 13 | -2 | -3 | 0.2 | -14 | 0 | 22 | -0.1 | 10 | 6
CCOC(=O)c1sc(NC(=O)C2CCC2)cc1C | -6 | -200 | -2 | 8 | -0.5 | -48 | -5 | -43 | 0.1 | 0 | -222
COc1ccccc1NC(=O)c1oc2ccccc2c1C | . | -222 | 2 | -12 | -1.9 | -114 | . | . | 0.0 | -6 | -193
COc1ccc(-c2cc3ccc(OCC(C)=O)cc3oc2=O)cc1 | 1 | -257 | -1 | -8 | -0.3 | -120 | 5 | -84 | 1.1 | 2 | -290
CCn1cc(C(=O)N2CCCC(CO)(Cc3ccccc3C)C2)cn1 (stereo unspecified) | -3 | -9 | -5 | -3 | -0.3 | -31 | -3 | 0 | 0.0 | -1 | -17
Cc1cc(=O)oc2cc(OCC(=O)N3CCN(c4ccc(F)cc4)CC3)c(Cl)cc12 | -5 | 3 | -2 | -5 | 0.8 | 24 | 2 | 0 | 0.1 | 6 | -2
O=S(=O)(c1ccc(Cl)nc1)N1CCN(Cc2ccc3c(c2)OCO3)CC1 | . | -3 | -6 | . | 1.3 | -9 | 3 | -3 | 0.6 | 2 | 9
CCOC(=O)c1sc(N)c(C#N)c1CSc1nnc(C2CC2)n1N | -10 | 8 | 1 | -5 | 1.3 | 4 | 2 | 16 | 0.1 | 0 | 12
O=C(ON=C1CCN(S(=O)(=O)c2ccccc2)CC1)c1cccc(Cl)c1 | 10 | -6 | -1 | -3 | 1.8 | 1 | -3 | -1 | 0.0 | 1 | 13
CN(C)CCCOc1ccc(-c2ccc3nncn3c2)cn1 | 8 | -7 | -5 | -5 | -1.1 | -7 | . | . | 0.3 | -4 | 2
O=C(CCC1CCCC1)Nc1ccc(OCC(=O)N2CCOCC2)cc1 | . | -72 | -1 | -6 | -2.1 | -10 | 2 | -16 | -0.1 | 3 | -67
O=[N+]([O-])c1ccccc1/C=N/N1CCN(Cc2ccccc2)CC1 | -2 | -200 | -4 | -20 | 0.3 | -57 | -2 | -56 | -0.3 | -6 | -339
O=C(Nc1ccccn1)NC1CCCCC1 | 6 | -9 | -1 | -3 | 0.3 | -16 | 0 | -8 | -0.3 | -3 | -34
CC(c1ccccc1C(O)(c1ccccc1)c1ccccc1)N(C)C (stereo unspecified) | -1 | 10 | 3 | 1 | 1.2 | -1 | 2 | -2 | 0.5 | -6 | 2
CCOc1ccc(-c2noc(COC)n2)cc1OC | -7 | -16 | -11 | -5 | 0.5 | -24 | -4 | -10 | -0.1 | 2 | -31
O=C(COc1ccccc1Cl)NCCCNC(=O)c1cccnc1 | -11 | -16 | -7 | -4 | 0.2 | 18 | 2 | 12 | 1.6 | -1 | 3
c1ccc(-c2nc(CSc3n[nH]c(-c4cccs4)n3)cs2)cc1 | 5 | 11 | -3 | -7 | 4.4 | -10 | 2 | 15 | 0.0 | 5 | -5
CN(C)C1=NCC(CSC(=N)N)S1 (stereo unspecified) | 2 | -8 | 4 | 0 | 0.9 | 0 | -2 | -7 | -0.1 | 5 | -4
CN(C)S(=O)(=O)c1cccc(NC(=O)c2cc(-c3cccs3)nn2-c2ccccc2)c1 | 2 | 33 | 5 | -6 | 3.4 | -12 | -1 | -4 | -0.4 | 6 | 16
Cn1cnnc1SCC(=O)Nc1ccccc1C(=O)NC1CCCC1 | -4 | 4 | -1 | . | -1.8 | 22 | -1 | 4 | 0.0 | 7 | 1
COc1ccc(NC(=O)c2ccc(CNc3c(NC4CCCCC4)c(=O)c3=O)cc2)cc1OC | 0&-2 | 0&5 | 0&-3 | -6&-6 | -1.8&-0.9 | 2&-43 | 1 | 7&5 | -0.1&-0.1 | 21&7 | -4&8
N#Cc1ccc(N/N=C/c2ccccc2)c([N+](=O)[O-])c1 | -2 | 0 | -1 | 6 | -0.1 | -1 | 2 | -4 | -0.1 | 1 | 11
COc1ccc([C@H]2CC(=O)C[C@@H](CCn3cc(-c4ccc(F)cc4)nn3)O2)cc1 | . | . | 0 | -7 | -0.5 | -31 | . | . | 0.1 | . | 7
CC(C)CC1=NC(C(F)(F)F)(C(F)(F)F)c2c(n(CC(C)C)c(=O)[nH]c2=O)N1 | 1 | 24 | -1 | -17 | -1.0 | -19 | 0 | -13 | -0.1 | -6 | 21
O=C(Nc1nnc(C2=COCCO2)o1)c1cccc([N+](=O)[O-])c1 | 25 | 0 | 4 | -3 | -0.2 | -38 | 1 | -2 | 0.1 | 3 | 4
COc1ccc2c(c1)-c1ccccc1S(=O)(=O)N(C)C2 | . | -4 | -1 | -4 | 0.8 | 12 | . | -9 | -0.2 | 5 | 0
CN(C)c1cc[n+](CC(=O)Nc2ccc(Oc3ccccc3)cc2)cc1 | -7 | 13 | 4 | 1 | -3.2 | -3 | 3 | 25 | 0.1 | 24 | 14
Cc1ccc(S(=O)(=O)N(CC(=O)N2CCC(C(N)=O)CC2)Cc2ccc(F)cc2)cc1 | 12 | 5 | 2 | -5 | 4.4 | -12 | -2 | 11 | 0.2 | 0 | 2
CCn1c(SCC(=O)Nc2ccc(C(C)=O)cc2)nc2ccccc21 | 14 | -189 | -2 | -6 | -1.7 | -43 | 4 | -51 | 0.4 | -4 | -186
Cc1c(C(=O)OCC(=O)NCCc2ccc(S(N)(=O)=O)cc2)oc2ccccc12 | 8 | 2 | -5 | -7 | -0.2 | 10 | 3 | -2 | -0.2 | -5 | 1
Cc1cc(C(=O)Nc2ccc(Cl)cc2)on1 | 0 | -73 | 3 | -18 | -0.6 | -27 | -1 | -32 | -0.1 | -1 | -92

Reformatted as labelled records: part of the list above.
Cc1c(C(=O)OCC(=O)NCCc2ccc(S(N)(=O)=O)cc2)oc2ccccc12
- Vif inh: 8
- Peg3 prom inh: 2
- Exocytosis inh: -5
- CaV13 FRET inh: -7
- iPSC survival up: -0.2
- NR2E3 ag-1: 10
- NR2E3 ag-2: 3
- TRPM1 prom inh: -2
- aDG glyco act: -0.2
- PDI inh: -5
- HIF-2a inh: 1

Cc1cc(C(=O)Nc2ccc(Cl)cc2)on1
- Vif inh: 0
- Peg3 prom inh: -73
- Exocytosis inh: 3
- CaV13 FRET inh: -18
- iPSC survival up: -0.6
- NR2E3 ag-1: -27
- NR2E3 ag-2: -1
- TRPM1 prom inh: -32
- aDG glyco act: -0.1
- PDI inh: -1
- HIF-2a inh: -92

(more compounds)
SMILES | Vif inh | Peg3 prom inh | Exocytosis inh | CaV13 FRET inh | iPSC survival up | NR2E3 ag-1 | NR2E3 ag-2 | TRPM1 prom inh | aDG glyco act | PDI inh | HIF-2a inh
Oc1ccc(N2CCN(c3nnnn3-c3ccccc3)CC2)cc1 | 0 | 9 | -2 | -5 | -0.8 | -17 | -1 | -3 | 0.0 | 6 | 1
O=C(O)CNS(=O)(=O)c1ccc2[nH]c(=O)c(=O)[nH]c2c1 | 0 | 6 | 1 | . | -0.5 | -10 | -1 | 2 | -0.2 | 4 | 16
Cc1cccc(-c2c3c(=O)n(C)c(=O)n(C)c3cn2CC2CCCO2)c1 (stereo unspecified) | -18 | 8 | 2 | . | -0.2 | -20 | -1 | 5 | 0.0 | 4 | 14
CNC(=O)C1CC(=O)N(c2ccc(OCC(=O)NCc3ccccc3)cc2)C1 (stereo unspecified) | -3 | -2 | 2 | -4 | 0.5 | 3 | 3 | -2 | -0.1 | 6 | 9
O=C1NN(c2ccccc2)C(=O)/C1=C\c1coc2ccc(O)cc2c1=O | -3 | -16 | 1 | -3 | -0.4 | -21 | -4 | 10 | 0.3 | -2 | 6
